From PubChem BioAssay
SW480 rereplic – A quantitative high throughput screen for small molecules that induce DNA re-replication in SW480 colon adenocarcinoma cells; SW480 DNA re-replication, Hoechst DNA content imaging, 48 h; Potency, µM (doses to about 46.1 µM), without a hit: at the top dose re-replication activation, actives largely listed as activators; 1.8% of 340,000 active; AID 624297, 2012; also: potency is read from the fitted curve at half-maximal effect; % of control where 0% means no effect; nearly all actives have a fitted effect of over 55% in size
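250 cells/well; 23 nL cpd via pin tool; 48 hr, 37 C, 5% CO2; Hoechst 40 min; imager read of total nuclear intensity, ex 405/em 500-530 nm.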
KB-V1 MDR tox – qHTS assay for MDR1-selective chemotherapeutics: Primary screen using the drug-selected MDR subline cells KB-V1; KB-V1 MDR cells viability, CellTiter-Glo, 72 h; Potency, µM (doses to about 46.1 µM), for the others: top-dose activity change, negative = cytotoxicity, usual class: cytotoxic; 3.4% of 400,000 active; also: potency is read from the fitted curve at half-maximal effect; % is scaled to controls: 0 for no effect and ±100 for the full control effect; nearly all actives have a fitted effect of over 60% in size
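Compound-treated KB-V1 multidrug-resistant cells, 72 h, 37 degrees C; viability by CellTiter-Glo. Fitted qHTS curves give the values.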
KB-3-1 tox – qHTS assay for MDR1-selective chemotherapeutics: Primary screen using the parental adenocarcinoma cell KB-3-1; KB-3-1 viability, CellTiter-Glo ATP luminescence, 72 h; Potency, µM (titrated, usually from 46.1 µM), for inactives: top-dose activity change, negative = cytotoxic, actives largely listed as cytotoxic; 1.4% of 400,000 active; also: potency is read from the fitted curve at half-maximal effect; % is scaled to controls: 0 for no effect and ±100 for the full control effect; nearly all actives have a fitted effect of over 60% in size
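KB-3-1 cells, DMEM (no phenol red) + 10% FBS; compound by pin transfer, 72 h, 37 °C. Readout: CellTiter-Glo luminescence after 10 min. Data normalized, curve-fitted.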
IL-1B inflam inh – qHTS for Inhibitors of Inflammasome Signaling: IL-1-beta AlphaLISA Primary Screen; THP-1 LPS/ATP IL-1B secretion, AlphaLISA, 16 h; active compounds read low; activity change, % at 57.5 µM; 4.7% of 360,000 active; AID 743279, 2014; in the data active = activity change below about -50%; inconclusive = mostly about -30% to -49%; also: % is scaled to controls: 0 for no effect and ±100 for the full control effect
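Secreted IL-1B measured by AlphaLISA bead assay after 16 h compound exposure of THP-1 cells; compounds (final up to 57.5 uM) added 1 h before LPS (250 ng/mL) and ATP (1.25 mM) stimulation; lower signal means less secretion.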
HT1080 IDH1KD tx – qHTS for induction of synthetic lethality in tumor cells producing 2HG: qHTS for the HT-1080-IDH1KD cell line. AID 686971, 2013. Potency, µM (top dose mostly 46.1 µM), for the others: at the top dose activity, negative = toxicity, actives largely listed as cytotoxic. HT-1080 IDH1 knockdown viability, ATP luminescence, 48 h. 2% of 360,000 active;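 also: potency is read from the fitted curve at half-maximal effect; 0% = DMSO wells and -100% = cell-free medium wells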
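Viability of IDH1-knockdown HT-1080 fibrosarcoma cells was assessed by CellTiter-Glo after 48 h at 37 °C with titrated compound; concentration-effect curves were classified by fit quality and response size.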
MCF10A rerep – A quantitative high throughput screen for small molecules that induce DNA re-replication in MCF 10a normal breast cells; MCF 10A DNA re-replication, Hoechst nuclear intensity, 48 h; AID 624296, 2012; Potency, µM (titrated, usually from 46.1 µM), inactives show at the top dose activity, positive = re-replication, actives largely listed as activators; 2.9% of 350,000 active; also: potency is read from the fitted curve at half-maximal effect; % of control where 0% means no effect; nearly all actives have a fitted effect of over 50% in size
HT1080NT lethal – qHTS for induction of synthetic lethality in tumor cells producing 2HG: qHTS for the HT-1080-NT fibrosarcoma cell line | 1.6% of 360,000 active | Potency, µM (doses to about 46.1 µM), inactives show at the top dose activity, negative = less viability, actives largely listed as cytotoxic | HT-1080-NT fibrosarcoma viability, CellTiter-Glo ATP luminescence, 48 h;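 also: NT is the 2HG producing partner of a matched IDH1 knockdown line; potency is read from the fitted curve at half-maximal effect; 0% = DMSO-treated cells and -100% = media-only wells without cells; nearly all actives have a fitted effect of over 55% in size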
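A 48-hour cytotoxicity screen used HT-1080-NT cells plated 2 hours before compound delivery. ATP-based CellTiter-Glo luminescence measured viability, normalized to DMSO and no-cell controls.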
WRN inhibitor – qHTS for Inhibitors of WRN Helicase; AID 651768, 2012; Potency, µM (series often up to 114 µM), for the others: top-dose activity change, negative = inhibition, usual class: inhibitors; 0.46% of 360,000 active; WRN helicase unwinding, fluorescent forked duplex, kinetic; Bifunctional 3'-5' exonuclease/ATP-dependent helicase WRN (Homo sapiens), Q14191; also: potency is read from the fitted curve at half-maximal effect; % is scaled to controls: 0 for no effect and ±100 for the full control effect; nearly all actives have a fitted effect of over 55% in size
Target sequence (Q14191 whole entry, looked up): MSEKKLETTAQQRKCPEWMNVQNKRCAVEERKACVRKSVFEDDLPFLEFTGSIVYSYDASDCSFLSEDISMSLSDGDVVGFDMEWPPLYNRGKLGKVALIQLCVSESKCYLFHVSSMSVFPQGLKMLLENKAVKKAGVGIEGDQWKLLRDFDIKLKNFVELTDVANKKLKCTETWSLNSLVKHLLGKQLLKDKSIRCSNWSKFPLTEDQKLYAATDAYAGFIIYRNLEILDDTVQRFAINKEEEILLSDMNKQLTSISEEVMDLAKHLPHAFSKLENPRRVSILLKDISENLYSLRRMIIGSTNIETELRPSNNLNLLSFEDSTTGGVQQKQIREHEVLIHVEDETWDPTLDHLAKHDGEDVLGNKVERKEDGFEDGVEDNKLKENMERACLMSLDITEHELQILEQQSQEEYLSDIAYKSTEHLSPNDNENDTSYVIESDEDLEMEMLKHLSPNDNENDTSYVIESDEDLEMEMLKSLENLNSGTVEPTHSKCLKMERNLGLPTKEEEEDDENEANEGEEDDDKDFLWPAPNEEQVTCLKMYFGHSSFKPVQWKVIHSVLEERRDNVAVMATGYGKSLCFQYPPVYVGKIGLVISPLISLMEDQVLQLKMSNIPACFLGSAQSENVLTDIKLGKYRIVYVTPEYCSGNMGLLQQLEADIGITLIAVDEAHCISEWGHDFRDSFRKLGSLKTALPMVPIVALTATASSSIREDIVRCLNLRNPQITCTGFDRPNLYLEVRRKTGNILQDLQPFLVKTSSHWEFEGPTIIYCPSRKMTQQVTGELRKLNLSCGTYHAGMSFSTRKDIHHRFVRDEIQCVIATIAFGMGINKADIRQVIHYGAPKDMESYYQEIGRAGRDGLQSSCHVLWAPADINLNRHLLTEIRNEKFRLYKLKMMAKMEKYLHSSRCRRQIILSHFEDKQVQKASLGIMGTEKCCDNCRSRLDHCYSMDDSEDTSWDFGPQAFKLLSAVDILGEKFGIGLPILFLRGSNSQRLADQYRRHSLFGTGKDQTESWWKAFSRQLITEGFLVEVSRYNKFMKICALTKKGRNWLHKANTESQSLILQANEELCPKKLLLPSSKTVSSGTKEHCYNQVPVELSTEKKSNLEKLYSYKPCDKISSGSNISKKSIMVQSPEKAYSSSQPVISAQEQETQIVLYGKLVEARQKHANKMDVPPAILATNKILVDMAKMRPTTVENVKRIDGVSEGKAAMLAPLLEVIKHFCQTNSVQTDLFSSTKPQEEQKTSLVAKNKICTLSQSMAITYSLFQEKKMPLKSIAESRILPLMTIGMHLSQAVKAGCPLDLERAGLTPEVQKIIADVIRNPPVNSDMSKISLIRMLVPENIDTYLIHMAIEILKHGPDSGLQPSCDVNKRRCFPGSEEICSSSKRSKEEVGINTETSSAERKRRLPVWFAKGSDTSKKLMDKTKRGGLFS
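Kinetic fluorescence helicase assay: unwinding of a quenched forked DNA duplex (100 nM final) with 2 mM ATP final raises red fluorescence (525/598 nm). Compounds sat 15 min at room temperature with 20 nM WRN beforehand.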
ATXN2 expr inh – Primary qHTS for Inhibitors of ATXN expression; HEK-293 ATXN2-luciferase reporter, luminescence, 24 h; Potency, µM (titrated, usually from 57 µM), for the others: at the highest dose activity change, negative = inhibition, actives largely listed as inhibitors; 0.72% of 360,000 active; AID 1745845, 2022; also: potency is read from the fitted curve at half-maximal effect; % is scaled to controls: 0 for no effect and ±100 for the full control effect; nearly all actives have a fitted effect of over 55% in size
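ATXN2-luciferase reporter cells (luciferase flanked by upstream and downstream ATXN2 gene portions) were treated 24 h at 37 °C with compounds at up to 57 uM. SteadyGlo luminescence gave expression; GF-AFC fluorescence gave viability.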
Starred values were filed as active, the others as inactive; i = inactive; ? = inconclusive; nt = not tested or not shown; & = joins results of further samples; [ ] = another dose, or the depositor's remark. Unless noted, calls follow the shape of the dose curve; as a rule, active = well fitted curve in the direction sought with a large enough effect; inconclusive = small, poorly fitted or top-dose-only effect, or another doubt; inactive = no such curve, though single readings can be large; an effect the other way counts as inactive or inconclusive.

#1 Cc1cc(C)nc(-n2nc(C)c3c(C(F)F)cc(C)nc32)n1
#2 Cc1cc2cc(CNC(=O)COc3ccccc3)ccc2n1C
#3 COc1cc(C(=O)N2CC(C)OC(C)C2)c([N+](=O)[O-])cc1OC (configuration not stated)
#4 COCCn1c(SCCN2CCOCC2)nc2c1c(=O)[nH]c(=O)n2C
#5 COc1ccc(NC(=O)c2cccc3c(-c4ccc(O)c(OC)c4)coc23)cc1
#6 CSc1cccc(NC(=O)/C=C/c2ccco2)c1
Compound | 1 | 2 | 3 | 4 | 5 | 6
KB-3-1 tox | 9% | -5% | -1% | 8% | -16% | 0%
ATXN2 expr inh | 1% | -14% | 1% | 8% | -12% | 71%[activator]
WRN inhibitor | -17% | -6% | 3% | 6% | -16% | -11%[11.6 µM]
KB-V1 MDR tox | 0% | -12% | ? | -4% | ? | 4%
HT1080 IDH1KD tx | 13% | -1% | 1% | 3% | ? | 1%
MCF10A rerep | -3% | 10% | -5% | 15% | nt | 9%
IL-1B inflam inh | 0 | -6 | 27 | 1 | -1 | -5
SW480 rereplic | 0% | -3% | 1% | -18% | nt | 2%
HT1080NT lethal | 11% | -2% | 0% | 8% | ? | -1%

#7 COc1cccc(-c2nc(S(=O)(=O)c3ccccc3)c(N3CCOCC3)o2)c1
#8 CCOc1ccc(-n2ccnc(SCC(=O)Nc3ccc(OC)cc3OC)c2=O)cc1
#9 Cc1ccc(C(=O)N(Cc2sccc2C)C2CCS(=O)(=O)C2)cc1 (configuration not stated)
#10 Cc1cc2c(cc1C)N(C(=O)CCl)CCN2C(=O)CCl
#11 Cc1cc(C)n(C(=O)c2ccc(NC(=O)C3CC3)cc2)n1
#12 Cc1cc(C)cc(-n2ncc3c2CCCC3NC(=O)CCN2CCCC2=O)c1 (configuration not stated)
Compound | 7 | 8 | 9 | 10 | 11 | 12
KB-3-1 tox | 6% | -14% | nt | 15µM* | 11% | ?
ATXN2 expr inh | -18% | 8% | -1% | ? | 4% | 15%
WRN inhibitor | -4% | -16% | -29% | -14% | 3% | -13%
KB-V1 MDR tox | -19% | ? | nt | 7.3µM* | 24% | -16%
HT1080 IDH1KD tx | 0% | -20% | -2% | ? | 8% | 10%
MCF10A rerep | 15% | 12% | 30% | 4.6µM* | 12% | -1%
IL-1B inflam inh | 8 | -10 | -5 | -100* | 18 | i
SW480 rereplic | -2% | 1% | 11% | 3.7µM* | -16% | -7%
HT1080NT lethal | -12% | -19% | 2% | ? | 2% | 6%

#13 N#C/C(=C\c1ccc(Oc2ccc(C(F)(F)F)cc2[N+](=O)[O-])cc1)c1nc2ccccc2[nH]1
#14 CNC(=O)c1nc(C)n(-c2ccc([N+](=O)[O-])cc2)n1
#15 COc1ccc(CC(=O)O/N=C(\N)Cc2ccc(OC)c(OC)c2)cc1
#16 CN(CC(=O)Nc1ccc(C#N)cc1)CC(=O)Nc1ccc(N2CCOCC2)cc1
#17 COCCc1ccc(OC2(C)CCN(Cc3cccc(OC)c3OC)C2)cc1 (configuration not stated)
#18 COc1cc2c(cc1OC)C(Nc1ccccc1)=NC(C)(C)C2
Compound | 13 | 14 | 15 | 16 | 17 | 18
KB-3-1 tox | 0% | 3% | -17% | -9% | 0% | 14%
ATXN2 expr inh | -24% | -1% | -8% | -5% | 2% | -9%
WRN inhibitor | -6% | 2% | 1% | 1% | -5% | -31%[57.1 µM]
KB-V1 MDR tox | 0% | 3% | 9% | -10% | -16% | -25%
HT1080 IDH1KD tx | -8% | 16% | -15% | -5% | 0% | -2%
MCF10A rerep | ? | 0% | -3% | 4% | nt | -4%
IL-1B inflam inh | -13 | 5 | 12 | -1 | 12 | 2
SW480 rereplic | ? | 4% | 0% | 1% | nt | -6%
HT1080NT lethal | -8% | 0% | -1%[9.24 µM] | -14% | -4% | 1%

#19 CCCOC(=O)c1ccc(Oc2cn[nH]c2-c2ccc(OCC)cc2O)cc1
#20 Cn1cnc(S(=O)(=O)Nc2ccc3c(c2)OCCO3)c1
#21 Fc1cccc(Cl)c1CSc1ccc(-c2ccco2)nn1
#22 O=c1[nH]c(CN2CCN(c3ccccn3)CC2)nc2c(Br)cc(Br)cc12
#23 O=C1CC2(CCOCC2)Oc2ccc3ccccc3c21
#24 COC(=O)C(C)Sc1ccc2nnc(-c3cccc(F)c3)n2n1 (configuration not stated)
Compound | 19 | 20 | 21 | 22 | 23 | 24
KB-3-1 tox | -25% | 1% | -4% | -7% | 6% | -15%&9%
ATXN2 expr inh | ? | 10% | 26% | ? | 1% | -11%
WRN inhibitor | -16% | 5% | -34% | 6% | -3% | -2%
KB-V1 MDR tox | ? | ? | ? | ? | 14% | -18%&-16%
HT1080 IDH1KD tx | ? | 3% | 9% | 10% | 19% | -1%
MCF10A rerep | ? | 2% | ? | ? | -2% | ?
IL-1B inflam inh | -75* | -11 | -3 | 0 | 3 | -9
SW480 rereplic | ? | -10% | 5% | 27% | -9% | -2%
HT1080NT lethal | ? | 13% | -5% | -2% | 0% | 0%

#25 Cc1ccc(NC(=O)C2CCN(S(=O)(=O)c3cccs3)CC2)cc1C
#26 Cc1ccc(C(=O)NCCN2CCOCC2)cc1S(=O)(=O)N1CCCCC1
#27 O=C(NNC1=NCCCCC1)Nc1ccc(Cl)cc1
#28 CCCc1cc(=O)[nH]c(SCC(=O)c2ccc3c(c2)NC(=O)CO3)n1
#29 CCS(=O)(=O)N1Cc2ccccc2CC1C(=O)Nc1ncc(C)s1 (configuration not stated)
#30 O=C(Cc1ccccc1[N+](=O)[O-])NCc1ccccc1Cl
Compound | 25 | 26 | 27 | 28 | 29 | 30
KB-3-1 tox | -19% | nt | 2% | -3% | 3% | 2%
ATXN2 expr inh | -16% | 1% | 2% | 2% | nt | 65%[activator]
WRN inhibitor | -10% | -27% | 6% | -4% | -4% | -4%
KB-V1 MDR tox | ? | nt | 9% | 6% | ? | ?
HT1080 IDH1KD tx | -5% | -6% | 0% | 2% | 6% | -8%
MCF10A rerep | -5% | 10% | ? | -12% | -4% | 0%
IL-1B inflam inh | -16 | 13 | -13 | 19 | 13 | 2
SW480 rereplic | -4% | 5% | ? | -5% | -78%[inhibitor] | -1%
HT1080NT lethal | -7% | 3% | -6% | -3% | -6% | 7%

#31 O=C(NCc1ccccc1)C1CCCN(c2nc3ccsc3c(=O)s2)C1 (configuration not stated)
#32 CCc1nc2ccc(C(=O)NCc3ccc4c(c3)OCO4)cn2c1N(CCC(C)C)CCN(C)C
#33 Oc1ccccc1C1=NOC(O)(C(F)F)C1 (configuration not stated)
#34 COc1ccccc1C(=O)N/N=C(\C)c1cccnc1
#35 Cc1ccc([N+](=O)[O-])c2c1C(N1CCCC1)C(C)(C)O2 (configuration not stated)
#36 CCCNC(=O)COC(=O)c1ccccc1C(=O)N(C)C1CCCCC1
#37 CCNC(=S)Nc1ccc2c(c1)c(=O)n(C)n2CC=C(C)C
#38 Cn1nnnc1NCc1ccc(Cl)c(Cl)c1
#39 CCOC(=O)c1cnc2c(-c3cccc(Br)c3)cnn2c1C
Compound | 31 | 32 | 33 | 34 | 35 | 36 | 37 | 38 | 39
KB-3-1 tox | 12% | -6% | 12% | 13% | 1% | -1% | 0% | 7% | 29%
ATXN2 expr inh | -11% | ? | -16% | 16% | nt | nt | 6% | -18% | 51%[activator]
WRN inhibitor | 0% | -5% | 1% | -4% | 5% | 11% | 5% | -5% | -5%
KB-V1 MDR tox | 5% | ? | -6% | -2% | -14% | 0% | 3% | 0% | 0%
HT1080 IDH1KD tx | 15% | ? | -1% | 0% | 7% | 5% | 5% | -2% | 28%
MCF10A rerep | 13% | nt | 0% | -1% | -4% | 1% | nt | 4% | -4%
IL-1B inflam inh | 27 | -22 | 31 | -10 | -2 | 2 | 7 | -6 | 9
SW480 rereplic | -2% | nt | ? | -133%[inhibitor] | ? | -45%[inhibitor] | nt | 22% | 3%
HT1080NT lethal | 10% | 21µM* | -1% | 11% | -1% | 14% | ? | -15% | ?

By substructure: those above with an aryl thioether with sulfur outside any ring (6)
#4 COCCn1c(SCCN2CCOCC2)nc2c1c(=O)[nH]c(=O)n2C
#6 CSc1cccc(NC(=O)/C=C/c2ccco2)c1
#8 CCOc1ccc(-n2ccnc(SCC(=O)Nc3ccc(OC)cc3OC)c2=O)cc1
#21 Fc1cccc(Cl)c1CSc1ccc(-c2ccco2)nn1
#24 COC(=O)C(C)Sc1ccc2nnc(-c3cccc(F)c3)n2n1 (configuration not stated)
#28 CCCc1cc(=O)[nH]c(SCC(=O)c2ccc3c(c2)NC(=O)CO3)n1
Compound | 4 | 6 | 8 | 21 | 24 | 28
KB-3-1 tox | 8% | 0% | -14% | -4% | -15%&9% | -3%
ATXN2 expr inh | 8% | 71%[activator] | 8% | 26% | -11% | 2%
WRN inhibitor | 6% | -11%[11.6 µM] | -16% | -34% | -2% | -4%
KB-V1 MDR tox | -4% | 4% | ? | ? | -18%&-16% | 6%
HT1080 IDH1KD tx | 3% | 1% | -20% | 9% | -1% | 2%
MCF10A rerep | 15% | 9% | 12% | ? | ? | -12%
IL-1B inflam inh | 1 | -5 | -10 | -3 | -9 | 19
SW480 rereplic | -18% | 2% | 1% | 5% | -2% | -5%
HT1080NT lethal | 8% | -1% | -19% | -5% | 0% | -3%

The order is random, and some 12% of all compounds hit somewhere here.
